Screening data (PubChem)
Exocytosis inh: blocks lytic granule exocytosis. inhibition, % at 10 µM. TALL-104 LAMP-1 surface exposure, flow cytometry; cells stimulated with thapsigargin and PMA. hit rate 0.66% among 360,000;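 active = inhibition above about 55%, limit read from the data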
MC4R antag cAMP: human MC4R antagonism in cAMP assay | P32245 | MC4R-expressing cells, MTII-stimulated cAMP, LANCE TR-FRET | inhibition, % at 6.5 µM | hit rate 0.48% among 360,000;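 active = inhibition above its plate's cutoff, the mean of tested wells on that plate plus 3 SD, cut at about 29% in these data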;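 note: 0% = Melanotan II alone and 100% = Melanotan II plus saturating MCL0020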
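System – human MC4R-expressing U2OS cells · Also added – Melanotan II · Dosing – one concentration, 6.5 µM nominal · Timing – 30-min compound, 1-h challenge, 1-h detection, room temperature · Measured by – Eu-cAMP/anti-cAMP TR-FRET, emission 671 nm · Replicates – singlicate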
MC4R ag barr: activates human MC4R beta-arrestin recruitment; P32245; U2OS MC4R beta-arrestin complementation, luminescence; percent of melanotan II response, DMSO zero; activation, % at 8.9 µM; hit rate 0.98% among 360,000; AID 540308;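 active = activation above a per-plate cutoff, the mean activation of sample wells on that plate plus 3 SD, cut at about 8% in these data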
ABCB6 inh 2: inhibitors of human ABC transporter ABCB6; Q9NP58; K562-ABCB6 porphyrin accumulation, flow cytometry, 1 h; stronger effect = lower value; fluorescence ratio to DMSO, % at 10 µM; hit rate 0.19% among 360,000; AID 602162;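 active = fluorescence ratio to DMSO below 75%, the collection mean minus 3 SD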;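 note: signal is porphyrin accumulated inside mitochondria; 100% equals median channel fluorescence of DMSO control wells; lower ratio means ABCB6 inhibition with less porphyrin fluorescence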
Glyco luc inh: blocks N-linked glycosylation in D54 reporter cells; reporter increase, % at 12.5 µM; AID 588692; D54 ERlucT glycosylation luciferase reporter, 24 h; percent of 100 nM tunicamycin response; hit rate 0.23% among 360,000;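 active = mean luciferase reporter signal, scaled so untreated is 0 and the glycosylation-blocking control 100, at or above a set limit in every replicate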;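 note: luciferase carries N-glycosylation sites so blocking glycosylation raises the light; 0% = median of neutral control wells and 100% = median of 100 nM tunicamycin wells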
m5-HT2A agonist: mouse HTR2A agonism via beta-arrestin recruitment; hit rate 0.66% among 360,000; activation, % at 7.6 µM; P35363; CHO-K1 mHTR2A beta-arrestin complementation, luminescence; percent of 30 µM serotonin response;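 active = activation above a run cutoff, the mean activation of all tested compounds plus 3 SD, cut at about 14% in these data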;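 note: 0% = plate median of compound wells and 100% = 30 µM serotonin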
Target sequence (P35363 whole entry, looked up): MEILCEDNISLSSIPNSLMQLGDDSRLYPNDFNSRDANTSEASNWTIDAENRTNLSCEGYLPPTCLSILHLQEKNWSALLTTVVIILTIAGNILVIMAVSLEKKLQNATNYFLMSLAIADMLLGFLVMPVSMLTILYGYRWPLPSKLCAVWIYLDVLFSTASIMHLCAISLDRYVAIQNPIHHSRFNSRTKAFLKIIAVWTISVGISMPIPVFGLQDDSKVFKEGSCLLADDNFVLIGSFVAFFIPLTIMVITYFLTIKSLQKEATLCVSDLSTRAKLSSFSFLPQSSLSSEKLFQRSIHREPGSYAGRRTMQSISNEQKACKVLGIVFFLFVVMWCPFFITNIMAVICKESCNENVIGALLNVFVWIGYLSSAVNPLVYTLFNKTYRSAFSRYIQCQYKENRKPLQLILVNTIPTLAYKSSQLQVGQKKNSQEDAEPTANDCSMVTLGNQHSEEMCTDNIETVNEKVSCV
H9c2 protect: myocardial damage modulation in H9c2 cells | hit rate 0.63% among 360,000 | protection from H2O2 cell death, % at 20 µM | H9c2 cardiomyocytes, H2O2 injury protection, ATPLite, 2 h;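 active = compounds giving at least 50% protection of heart cells from peroxide-induced death in the single-dose screen, raw or plate-pattern-corrected value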;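 note: 0% = DMSO wells with peroxide and 100% = DMSO wells without peroxide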
CaV13 FRET inh: Primary screen for inhibitors of IQ motif and Ca2+-dependent inactivation inhibitor domain binding in CACNA1D, Förster resonance energy transfer in living cells, … | HEK cells, CFP/YFP FRET ICDI-IQ, plate reader, 10 min; percent FRET-ratio fall versus neutral wells | inhibition, % at 12.3 µM | hit rate 0.098% among 340,000 | AID 743397;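 active = mean replicate inhibition of at least 30% and at least 1% of replicates passing that level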;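 note: 0% = median of the neutral control wells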
ABHD5-PLIN5 inh: blocks binding of human ABHD5 to perilipin-5 | Q00G26+Q8WTS1 | AID 602281 | Split G. princeps luciferase complementation, luminescence, 4 h | inhibition, % at 4 µM | hit rate 0.78% among 360,000;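 active = inhibition above the mean inhibition across every tested compound plus 3 SD, cut at about 22% in these data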;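 note: 0% = DMSO only wells and the 100% control is not disclosed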
PDI inh: PDI (human) enzyme inhibition; PDI insulin aggregation turbidity, A650, 90 min; inhibition, % at 10 µM; hit rate 0.052% among 350,000; AID 588391;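 active = mean inhibition across replicates of 30% or more, whatever share of single replicates reach that level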;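 note: absorbance from insulin aggregation driven by PDI reduction with DTT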
The depositor's hits bear a star; . = no result given; & = joins results of further samples; ! = not active in a repeat.

1: C(=N\N1CCN(Cc2cccc3ccccc23)CC1)/c1ccco1
2: N#Cc1cccc(NC(=O)CC2CCCCC2)c1
3: O=C(Cn1ncc2c([nH]c3ccccc32)c1=O)N1CCN(c2ccc(F)cc2)CC1
4: CCOC(=O)c1c(NC(=O)C2C3C=CC(C3)C2C(=O)O)sc2c1CCC(CC)C2 (stereo unspecified)
5: C=CCSc1ncc(CO)n1Cc1ccccc1
6: CCN1CCCC1CNC(=O)c1cc(COc2ccc(C)c(C)c2)on1 (stereo unspecified)

Assay by compound	1	2	3	4	5	6
Exocytosis inh	-4	-4	5	-2	-2	1
MC4R antag cAMP	5	-1	4	5	-10	-1
MC4R ag barr	-0.8	-1.2	-3.0	1.3	-2.2	-0.9
ABCB6 inh 2	114	92	93	98	95	99
Glyco luc inh	-2	-3	1	0	0	-1
m5-HT2A agonist	-8	0	6	2	2	2
H9c2 protect	-3	-1	10	2	2	5
CaV13 FRET inh	.	-10	-6	-4	1	-3
ABHD5-PLIN5 inh	3	2	5	5	1	3
PDI inh	2	4	-1	-3	-1	5

7: Cc1ccc(CN2CC(C(=O)Nc3ncc(C)s3)CC2=O)cc1 (stereo unspecified)
8: CCN(CC)CCOc1ccc(/C(=C(/Cl)c2ccccc2)c2ccccc2)cc1
9: CCOC(=O)CSc1nc2ccc(C)cc2cc1C#N
10: COc1ccc2c(c1)Cc1sc(NC(=O)c3cccs3)nc1-2
11: CN(C)C(=S)Nc1ccc2ccccc2c1
12: COc1ccc(-c2ccc3oc(-c4ccc(OC)cc4)c(C#CC4(O)CCCCC4)c3c2)cc1

Assay by compound	7	8	9	10	11	12
Exocytosis inh	1	12&13	0	2	-3	-7
MC4R antag cAMP	-3	3&13	3	4	9	12
MC4R ag barr	-0.7	0.9&0.1	0.6	1.0	2.8	5.4
ABCB6 inh 2	95	97&95	103	94	96	100
Glyco luc inh	-4	-3&-5	-8	-2	-2	-2
m5-HT2A agonist	5	-7&-6	-3	2	-3	5
H9c2 protect	0	-46&-15	-6	2	1	-15
CaV13 FRET inh	-6	-5&-6	-9	-8	-6	-5
ABHD5-PLIN5 inh	-9	51*!	-4	-23	10	11
PDI inh	-6	-3&2	-1	-4	-10	-5

Retrieved by structure from the entries so far:
11: CN(C)C(=S)Nc1ccc2ccccc2c1
10: COc1ccc2c(c1)Cc1sc(NC(=O)c3cccs3)nc1-2
7: Cc1ccc(CN2CC(C(=O)Nc3ncc(C)s3)CC2=O)cc1 (stereo unspecified)

Assay by compound	11	10	7
Exocytosis inh	-3	2	1
MC4R antag cAMP	9	4	-3
MC4R ag barr	2.8	1.0	-0.7
ABCB6 inh 2	96	94	95
Glyco luc inh	-2	-2	-4
m5-HT2A agonist	-3	2	5
H9c2 protect	1	2	0
CaV13 FRET inh	-6	-8	-6
ABHD5-PLIN5 inh	10	-23	-9
PDI inh	-10	-4	-6

Additional structures follow.
13: CN(C)CCNc1nc(-c2ccccc2)nnc1C(F)(F)F
14: CCCS(=O)(=O)N1CCCC(C(=O)NCCCOCC)C1 (stereo unspecified)
15: CCOc1ccccc1OCC(=O)NN=C1CCCC(=O)C1
16: CC(=O)c1cccc(NC(=O)CSc2nc(N3CCOCC3)nc(N3CCOCC3)n2)c1
17: Cc1sc(N/N=C/c2cccnc2)nc1-c1ccccc1
18: COCC(=O)Nc1nnc(C2CCCCC2)s1

Assay by compound	13	14	15	16	17	18
Exocytosis inh	-2	2	-7	-6	-1	-2
MC4R antag cAMP	2	6	-7	12	-2	1
MC4R ag barr	-1.1	0.2	0.6	-0.3	-1.5	0.8
ABCB6 inh 2	98	103	100	98	94	90
Glyco luc inh	-1	3	-1	1	-9	1
m5-HT2A agonist	-4	0	-2	6	-6	3
H9c2 protect	-5	-15	-2	0	-12	-2
CaV13 FRET inh	.	.	-8	-3	.	-5
ABHD5-PLIN5 inh	7	6	10	-5	-7	-7
PDI inh	24	-1	2	-1	5	-2

Single records, from the list above. Values in the order: Exocytosis inh	MC4R antag cAMP	MC4R ag barr	ABCB6 inh 2	Glyco luc inh	m5-HT2A agonist	H9c2 protect	CaV13 FRET inh	ABHD5-PLIN5 inh	PDI inh
CCOc1ccccc1OCC(=O)NN=C1CCCC(=O)C1 across the screens: -7	-7	0.6	100	-1	-2	-2	-8	10	2
COCC(=O)Nc1nnc(C2CCCCC2)s1 across the screens: -2	1	0.8	90	1	3	-2	-5	-7	-2
CC(=O)c1cccc(NC(=O)CSc2nc(N3CCOCC3)nc(N3CCOCC3)n2)c1 across the screens: -6	12	-0.3	98	1	6	0	-3	-5	-1
Cc1sc(N/N=C/c2cccnc2)nc1-c1ccccc1 across the screens: -1	-2	-1.5	94	-9	-6	-12	.	-7	5
CCCS(=O)(=O)N1CCCC(C(=O)NCCCOCC)C1 (stereo unspecified) across the screens: 2	6	0.2	103	3	0	-15	.	6	-1

(continued)
19: CC(C)CCC(CCN1CCOCC1)c1ccc2c(c1)OCO2 (stereo unspecified)
20: O=C(NCCCCc1ccccc1)c1cccc(NC(=O)c2ccccc2)c1
21: C=CCn1c(SCC(=O)NC2CCCC2)nc2c([nH]c3ccccc32)c1=O
22: O=c1cn[nH]c2ccccc12
23: CCOC(=O)c1c(NC(=O)COC)sc2c1CCCC2
24: CCOc1ccc(C(=O)OCC(=O)c2c(N)n(C)c(=O)n(C)c2=O)cc1OCC
25: Cc1ccnc(SCC(=O)Nc2c(C)n(C)n(-c3ccccc3)c2=O)n1

Assay by compound	19	20	21	22	23	24	25
Exocytosis inh	-4	3	-1	7	55	0	-1
MC4R antag cAMP	2	-2	-2	7	1	18	-4
MC4R ag barr	1.4	-1.5	-1.5	1.1	-0.7	1.4	-2.1
ABCB6 inh 2	93	102	90	94	91	103	99
Glyco luc inh	-5	-4	.	3	2	1	-1
m5-HT2A agonist	0	4	-3	-2	0	5	-1
H9c2 protect	-6	9	-6	11	-1	3	-3
CaV13 FRET inh	-4	-4	-5	1	-5	-6	-3
ABHD5-PLIN5 inh	6	6	-3	1	-7	1	-2
PDI inh	-3	3	-4	-3	-6	-5	4
